# Source: PubChem
# NPYLR7 agonist: agonists of mosquito NPYLR7 receptor, primary screen, cell-based, Aedes aegypti, calcium fluorescence, mosquito biting behavior. HEK293T NPYLR7/Galpha15, GCaMP6s calcium fluorescence. actives 0.15% (n = 270,000). activation, % at 10 µM; in the data active = activation above about 40%;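 note: 0% = vehicle and 100% = reference agonist at the receptor; some compounds past the cut are filed as inactive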
# mcGAS lum: cyclic GMP-AMP synthase inhibitors, mouse, primary biochemical chemiluminescence | AID 1259399, 2018 | inhibition, % at 12.5 µM | Q8C6L5 | recombinant cGAS, Kinase-Glo ATP depletion luminescence | actives 0.15% (n = 160,000);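 note: 0% = negative control wells and 100% = reference inhibitor with no enzyme activity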
# hcGAS lum: Primary biochemical luminescence assay for human cyclic GMP-AMP synthase inhibitors; Q8N884; recombinant h-cGAS, ATP depletion, Kinase-Glo luminescence; inhibition, % at 12.5 µM; actives 0.081% (n = 290,000); AID 1259398, 2018;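 note: 0% = vehicle reaction and 100% = reaction without DNA for no activity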
# Target sequence (Q8N884 whole entry, looked up): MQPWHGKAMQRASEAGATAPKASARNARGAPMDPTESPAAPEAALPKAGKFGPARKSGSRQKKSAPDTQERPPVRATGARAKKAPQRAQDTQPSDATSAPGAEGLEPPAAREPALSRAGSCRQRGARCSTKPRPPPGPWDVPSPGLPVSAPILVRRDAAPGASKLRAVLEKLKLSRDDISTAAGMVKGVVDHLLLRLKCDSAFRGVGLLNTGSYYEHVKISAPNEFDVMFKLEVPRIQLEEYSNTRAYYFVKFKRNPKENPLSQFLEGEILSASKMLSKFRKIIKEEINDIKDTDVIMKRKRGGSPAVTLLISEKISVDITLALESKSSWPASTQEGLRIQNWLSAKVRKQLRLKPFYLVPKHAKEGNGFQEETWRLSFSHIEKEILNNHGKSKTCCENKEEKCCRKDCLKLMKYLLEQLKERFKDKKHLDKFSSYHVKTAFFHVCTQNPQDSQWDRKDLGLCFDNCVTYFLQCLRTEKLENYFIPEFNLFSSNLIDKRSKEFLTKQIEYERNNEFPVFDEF
# An asterisk follows results filed as active; . = no result given; & = joins results of further samples. Cut-off read from the data, not from the text of the source, unless noted: active = inhibition above about 40%; inactive = the rest.
SMILES,NPYLR7 agonist,mcGAS lum,hcGAS lum
COCCC1(C(=O)O)CCCN(c2ccnc3cc(Cl)ccc23)C1 (centres undefined),0.8,.,-4.5
Cc1cc(O)c(C(c2cccc(F)c2)c2c(O)cc(C)n(CCO)c2=O)c(=O)n1CCO,0.8,-8.0,-2.9
COc1ccc(OC)c(C(C2Sc3nc(C)nn3C2=O)N2CCN(CCO)CC2)c1 (centres undefined),10.8,0.0,3.6
Cc1cnc(N2CCc3sccc3C2)nc1-c1cnn(C)c1,-6.2,-8.1,-6.0
Cc1noc(C)c1CCc1nn2c(CC(C)C)nnc2s1,4.6,.,-4.4
CCn1cc(SCC(=O)N2CC[C@H]3CC[C@@H](C2)N3)c2ccccc21,.,-16.5,-1.8
Cc1ccccc1Cn1c(=O)c(C(=O)NCc2cccnc2)nn(-c2ccc(C(C)C)cc2)c1=O,0.1,-4.2,-3.2
COC(=O)[C@@H]1OC(=O)C2OC23[C@@]1(C)CCC1[C@]2(C)C(C[C@H](O)[C@]13C)C(C)(C)[C@H](OC(C)=O)C[C@@H]2OC(C)=O (some centres undefined),.,-2.5,-2.1
CCCCCCCCc1ccc(-c2ccc(C3=N/C(=C\C(Cl)=C\c4ccccc4)C(=O)O3)cc2)cc1,-2.6,.,1.4
CCCC(=O)OCC(O)CN(Cc1ccco1)Cc1ccc(F)cc1F (centres undefined),-2.7,-3.8,-3.9
CCC(CC)NC(=O)c1ccc(N2CCCCC2)c([N+](=O)[O-])c1,-5.7,.,6.2
Cc1ccc(C)c(N(C)S(=O)(=O)c2cccc(C(=O)O)c2)c1,-6.9,.,-5.0
O=C(NCc1nc2ccccc2[nH]1)C1CCCN(c2ccc(-n3ccnc3)nn2)C1 (centres undefined),-2.4,.,-13.4
CCC(C(=O)Nc1c2c(nn1CC(=O)NCc1ccccc1)CSC2)c1ccccc1 (centres undefined),-8.5,-4.7,-7.9
CNc1ncc(CN(C)C(=O)c2cccc(C#CC(C)(C)O)c2)cn1,-2.4,-14.4,-2.9
CCOCCCn1c(SCc2cc(F)ccc2Br)nc2cc(C(=O)OCC)ccc21,-5.3,-5.0,-3.9
Cc1cc(C)n(CC(C)Nc2nc3nonc3nc2N2CCSCC2)n1 (centres undefined),9.0,.,-4.4
Cc1cc2nc(C)c(CCC(=O)NC3CCCc4occc43)c(C)n2n1 (centres undefined),0.8,.,-6.0
CCc1nc(CN2CC(C)Oc3cc(C)c(Br)cc32)no1 (centres undefined),1.5,-12.2,-13.4
N#Cc1cn(C2CC2)c(=O)n(Cc2coc(-c3cccc(Cl)c3)n2)c1=O,-0.1,-1.0,1.6
CNC(=O)[C@@H]1C[C@@H](N)CN1C(=O)c1ccc(OC)c(COC)c1,0.6,.,-3.9
COc1ccc(OCc2nnc(SCC(=O)c3ccc4c(c3)NC(=O)CO4)n2C)cc1,-2.4,0.9,3.9
O=C(N/N=C\c1ccc(OCc2ccccc2)cc1)c1ccc[n+](Cc2ccccc2)c1,-0.9,.,-3.4
O=C(c1cncn1-c1ccc(F)cc1)N1CCN(S(=O)(=O)c2ccc(F)c(Cl)c2)CC1,0.2,.,-6.0
Cc1cc(C(=O)NCc2ccccc2-n2ccnc2C)nc(C)n1,-3.6,-0.4,1.7

# Limited to hcGAS lum, for 2 of the compounds above:
structure,hcGAS lum
Cc1cc2nc(C)c(CCC(=O)NC3CCCc4occc43)c(C)n2n1 (centres undefined),-6.0
CCc1nc(CN2CC(C)Oc3cc(C)c(Br)cc32)no1 (centres undefined),-13.4

# (next part)
SMILES,NPYLR7 agonist,mcGAS lum,hcGAS lum
COc1ccc2c(c1)C1(SCCN1C(=O)NC1CCCCC1)C(=O)N2Cc1cccc(C(F)(F)F)c1 (centres undefined),.,-3.7,-4.1
Cc1cccc(C)c1-n1nnnc1C(c1ccc(Cl)cc1Cl)N(C)C=O (centres undefined),-4.7,.,-6.3
COCc1cc(Cn2cc(-c3ccnc4ccccc34)nn2)[nH]n1,4.0,.,-6.2
COCCNC(=O)CN1CN(c2ccccc2)C2(CCN(C(=O)Nc3ccc(OC)cc3)CC2)C1=O,-3.7,-2.8,-4.5
CCN(CC)S(=O)(=O)c1ccc(=O)n(Cc2ccccn2)c1,7.7,.,-13.8
C=CCOc1ccc(/C=C2\C(=O)N(c3ccc(S(N)(=O)=O)cc3)N=C2C)cc1OC,-6.4,16.0,-7.1
O=C(Cn1nnnc1CN1CCc2ccccc2C1)N1CCCC1c1nccs1 (centres undefined),-1.1,-2.6,-5.5
CCCN(Cc1cc(NC(=O)c2ccccc2Cl)ccc1N(C)C)C(=O)c1cccc(C)c1,0.6,-3.2,-2.9
COc1ccc(CCNC(=O)c2nnn(CC(=O)Nc3cccc(C)c3C)c2N)cc1OC,13.8,-8.1,-10.6
Fc1ccccc1Cn1c(CSC2=NCCN2)nc2ccccc21,1.0,.,10.9
CCn1cc(C(CC(=O)NC2CC2)c2cc(OC)cc(OC)c2)c2ccccc21 (centres undefined),.,-3.8,-2.7
CS(=O)(=O)c1cccc(S(=O)(=O)NC(=O)/C=C/c2cccs2)c1,-1.6,-14.5,-4.5
Cc1c(Br)c([N+](=O)[O-])nn1CC(=O)NC1CCCCC1,7.3,.,-1.3
O=c1cc(-c2ccc(O)c(O)c2)oc2ccccc12,-11.3,.,18.4
Cc1ccccc1-c1ncc(-c2nccn2-c2ccc3n[nH]nc3c2)cn1,10.2,.,-4.3
Cc1cc(C)n(C(C)C(=O)NC(C)C(O)c2cccc(F)c2)n1 (centres undefined),0.5,.,-5.8
Cc1csc(NC(=O)CSc2nc(=O)n(CCN3CCOCC3)c3c2CCC3)n1,0.3,-5.4,-6.3
CC(Cc1ccc2c(c1)OCO2)c1nccn1CCN1CCCOC1=O (centres undefined),.,-14.1,-7.5
CCOC(=O)c1cnc(C(C)(C)C)[nH]c1=O,-2.5,.,0.3
Cc1ccc(C(NC(=O)C2CCN(Cc3ccc(Oc4ccccc4)cc3)CC2)c2ccccn2)cc1 (centres undefined),3.4,-4.4,-2.5
COc1ccc(S(=O)(=O)N(C)C)cc1NC(=O)c1cc2c(c(OC)c1)OC(C)C2 (centres undefined),4.9,.,-5.6
COc1ccccc1NC(=O)CN1CCC(Cn2c(C(F)(F)F)nc3ccccc32)CC1,-0.4,.,-0.7
FC(F)(F)c1ccccc1-c1cn(CCCc2cccnc2)nn1,6.5,.,-12.3
O=C1Nc2ncccc2Oc2cc(F)cc(O)c21,-1.8,.,3.6
O=C(N1CCC(c2nc(-c3ccc(C(F)(F)F)cc3)no2)CC1)C1(c2ccc(Cl)cc2)CCCC1,5.6,-6.3,-10.7

# Going on with the list:
SMILES,NPYLR7 agonist,mcGAS lum,hcGAS lum
Cc1nnsc1C(=O)N1CCN(CC(OCc2ccc(C#N)cc2)c2cccc(N3CCCC3)c2)CC1 (centres undefined),6.0,-6.4,-9.6
Cc1ccc(-c2nc(COC(=O)c3nnn(-c4cccc(F)c4)c3C)c(C)o2)cc1,.,-8.8,-7.5
CCOc1ccc(-c2nc(NC(=O)[C@H](C)NC(N)=O)sc2C)cc1,-3.5,.,6.9
CCOc1ccccc1N1CCN(C(=O)c2ccccc2N2CCC(NC(=O)c3cccs3)CC2)CC1,7.2,.,-0.2
C[C@H](NS(=O)(=O)c1ccccc1F)C(=O)Nc1ccc2ccn(C)c2c1,-1.6,.,5.5
O=C(c1nnc2n1CCN(Cc1ccc3ccccc3n1)C2)N1CCOCC1,18.8,.,-5.4
CCCN(CC(=O)N(Cc1cccn1Cc1ccc(Br)cc1)C1CCCCC1)S(=O)(=O)c1cccc(C(F)(F)F)c1,-2.9,-5.8,-4.2
COc1cc2c(cc1OC)CN(C1CCCN(C(=O)CN3CCOC3=O)C1)CC2 (centres undefined),2.4,-2.2,-0.6
CN(C)c1ccc(-c2nnc(NC(=O)C3CCCN3C(=O)c3cccc([N+](=O)[O-])c3)s2)cc1 (centres undefined),.,-3.5,-2.6
O=C(Nc1cccc(N2CCN(CC3CC3)CC2)c1)C1CC1,8.1,.,-17.5
O=C(c1ccccc1Br)N(Cc1cccc(OS(=O)(=O)c2cccc(C(F)(F)F)c2)c1)Cc1ccco1,-9.9,-4.8,-15.0
COC(=O)c1csc(CN(C(=O)Nc2cccc(Br)c2)C(C)C)n1,-5.2,-3.4,-2.7
COc1ccc(OC)c(CN(Cc2ccc(F)cc2)Cc2nc(C(=O)N3CCCC3)co2)c1,.,-1.8,1.3
O=C(CCc1cc2c(n1-c1ccc(Cl)cc1)-c1ccccc1OC2)NCc1cccs1,4.2,-10.3,-7.8
CN(C)c1ccc(/C=C2\N=C(c3cccc(Br)c3)OC2=O)cc1,-1.8,.,0.0
Cc1cccc(CC(=O)Nc2c(C)nc3c(C)cccn3c2=O)c1,0.2,.,-7.6
CC[C@H]1CN2CCc3cc(OC)c(OC)cc3C2C[C@@H]1CC1NCCc2cc(OC)c(OC)cc21 (some centres undefined),-3.4&6.2,.,-6.3&-3.9
COCCn1ccnc1CN1CC[C@@H](c2ccc(F)cc2)[C@H](O)C1,5.4,-11.2,-6.6
COCCN(Cc1ccc(C(O)(c2ccccc2)c2ccccc2)o1)Cc1ccccc1OC,-2.1,.,-0.5
CCC1CSC(=Nc2ccc(Cl)cc2)N1C(=O)c1ccc(C)nc1 (centres undefined),-4.3,.,-0.5
CNC(=O)[C@H]1C[C@]2(CCCCNC2=O)N(C(=O)c2cc3ccccc3s2)[C@H]1c1ccco1,-1.0,-6.1,-4.5
Cc1noc(C)c1C1CCCN1CCn1c(=O)oc2ccccc21 (centres undefined),-0.9,.,-1.8
CCOCCN1N=C(C)C(C)n2c1nc1c2c(=O)n(CCOCC)c(=O)n1C (centres undefined),4.1,0.7,0.6
COCCCN(CC(=O)N(CCc1ccccc1)Cc1ccc(C)o1)Cc1ccc([N+](=O)[O-])cc1,-3.6,-3.7,-4.2
O=C(CNS(=O)(=O)c1ccc(Br)cc1)N1CCCC1,10.0,.,-5.1

# Among those listed so far, these contain an NH in an aromatic ring:
SMILES,NPYLR7 agonist,mcGAS lum,hcGAS lum
O=C(NCc1nc2ccccc2[nH]1)C1CCCN(c2ccc(-n3ccnc3)nn2)C1 (centres undefined),-2.4,.,-13.4
COCc1cc(Cn2cc(-c3ccnc4ccccc34)nn2)[nH]n1,4.0,.,-6.2
Cc1ccccc1-c1ncc(-c2nccn2-c2ccc3n[nH]nc3c2)cn1,10.2,.,-4.3
CCOC(=O)c1cnc(C(C)(C)C)[nH]c1=O,-2.5,.,0.3

# Additional results follow:
SMILES,NPYLR7 agonist,mcGAS lum,hcGAS lum
COc1ccccc1CN1C[C@@H]2C[C@@H](c3cnn(-c4ccccc4F)c3)N3CCC[C@@]23C1=O,1.8,.,-5.2
C=CCN1CCC(C(=O)NC(c2ccc(F)cc2)c2ncccc2C)CC1 (centres undefined),8.1,-3.2,-3.9
NC(=O)[C@@H]1Cc2ccccc2N1Cc1nnc(-c2ccccc2Br)o1,3.2,-16.5,-7.1
Cn1ccnc1-c1nccn1-c1ccc(-c2nc3ccccc3[nH]2)cc1,16.9,.,-4.6
COC(=O)c1ccc2c(c1)C1CC(C)(O2)N(c2cccc(Br)c2)C(=O)N1 (centres undefined),2.1,-8.2,-11.6
CN=c1scc(C)n1N=Cc1c[nH]c2ccc(Br)cc12,1.7,-7.3,-6.7
COc1ccc(S(=O)(=O)N(CCN2CCOCC2)Cc2nccn2Cc2cccc(OC)c2)cc1,32.1,-9.2,-2.5
CCOC(=O)C(Cc1ccccc1)NC(=O)C1CCS(=O)(=O)C1 (centres undefined),-3.2,.,-4.4
Cc1ccc(-n2nc(C(=O)NCCc3ccccn3)c(=O)n(Cc3ccccc3C)c2=O)cc1C,14.5,-4.0,-2.3

# In the list so far, these contain a cyano group.
SMILES,NPYLR7 agonist,mcGAS lum,hcGAS lum
N#Cc1cn(C2CC2)c(=O)n(Cc2coc(-c3cccc(Cl)c3)n2)c1=O,-0.1,-1.0,1.6
Cc1nnsc1C(=O)N1CCN(CC(OCc2ccc(C#N)cc2)c2cccc(N3CCCC3)c2)CC1 (centres undefined),6.0,-6.4,-9.6

# Structures from the list above with a COOH group, in the order listed:
SMILES,NPYLR7 agonist,mcGAS lum,hcGAS lum
COCCC1(C(=O)O)CCCN(c2ccnc3cc(Cl)ccc23)C1 (centres undefined),0.8,.,-4.5
Cc1ccc(C)c(N(C)S(=O)(=O)c2cccc(C(=O)O)c2)c1,-6.9,.,-5.0

# Outcome played no part in choosing rows; about 0.27% have a hit in one of these screens.
